# Compound activity: PubChem BioAssay, several laboratories
# LMP1 NFkB inh: inhibitors of Epstein-Barr LMP1-induced NF-kappaB reporter; LMP1-induced NF-kappaB luciferase reporter cells, luminescence; inhibition, % at 12.5 µM; 350,000 tested, 0.69% active; in the data active = inhibition above about 41%;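 also: 0% = neutral control wells and 100% = reference inhibitor control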
# NCOA2 inhibitor: inhibits human steroid receptor coactivator 2; Q15596; inhibition, % at 9 µM; AID 651957; HEK293 GAL4-SRC2 luciferase reporter, luminescence; 370,000 tested, 0.17% active;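 active = inhibition above the mean inhibition of all tested compounds plus 3 SD, set per campaign, cut at about 52% in these data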;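 also: 0% = DMSO treated cells and 100% = cells given Gossypol at 36 µM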
# Target sequence (Q15596 whole entry, looked up, the tested form may be a part): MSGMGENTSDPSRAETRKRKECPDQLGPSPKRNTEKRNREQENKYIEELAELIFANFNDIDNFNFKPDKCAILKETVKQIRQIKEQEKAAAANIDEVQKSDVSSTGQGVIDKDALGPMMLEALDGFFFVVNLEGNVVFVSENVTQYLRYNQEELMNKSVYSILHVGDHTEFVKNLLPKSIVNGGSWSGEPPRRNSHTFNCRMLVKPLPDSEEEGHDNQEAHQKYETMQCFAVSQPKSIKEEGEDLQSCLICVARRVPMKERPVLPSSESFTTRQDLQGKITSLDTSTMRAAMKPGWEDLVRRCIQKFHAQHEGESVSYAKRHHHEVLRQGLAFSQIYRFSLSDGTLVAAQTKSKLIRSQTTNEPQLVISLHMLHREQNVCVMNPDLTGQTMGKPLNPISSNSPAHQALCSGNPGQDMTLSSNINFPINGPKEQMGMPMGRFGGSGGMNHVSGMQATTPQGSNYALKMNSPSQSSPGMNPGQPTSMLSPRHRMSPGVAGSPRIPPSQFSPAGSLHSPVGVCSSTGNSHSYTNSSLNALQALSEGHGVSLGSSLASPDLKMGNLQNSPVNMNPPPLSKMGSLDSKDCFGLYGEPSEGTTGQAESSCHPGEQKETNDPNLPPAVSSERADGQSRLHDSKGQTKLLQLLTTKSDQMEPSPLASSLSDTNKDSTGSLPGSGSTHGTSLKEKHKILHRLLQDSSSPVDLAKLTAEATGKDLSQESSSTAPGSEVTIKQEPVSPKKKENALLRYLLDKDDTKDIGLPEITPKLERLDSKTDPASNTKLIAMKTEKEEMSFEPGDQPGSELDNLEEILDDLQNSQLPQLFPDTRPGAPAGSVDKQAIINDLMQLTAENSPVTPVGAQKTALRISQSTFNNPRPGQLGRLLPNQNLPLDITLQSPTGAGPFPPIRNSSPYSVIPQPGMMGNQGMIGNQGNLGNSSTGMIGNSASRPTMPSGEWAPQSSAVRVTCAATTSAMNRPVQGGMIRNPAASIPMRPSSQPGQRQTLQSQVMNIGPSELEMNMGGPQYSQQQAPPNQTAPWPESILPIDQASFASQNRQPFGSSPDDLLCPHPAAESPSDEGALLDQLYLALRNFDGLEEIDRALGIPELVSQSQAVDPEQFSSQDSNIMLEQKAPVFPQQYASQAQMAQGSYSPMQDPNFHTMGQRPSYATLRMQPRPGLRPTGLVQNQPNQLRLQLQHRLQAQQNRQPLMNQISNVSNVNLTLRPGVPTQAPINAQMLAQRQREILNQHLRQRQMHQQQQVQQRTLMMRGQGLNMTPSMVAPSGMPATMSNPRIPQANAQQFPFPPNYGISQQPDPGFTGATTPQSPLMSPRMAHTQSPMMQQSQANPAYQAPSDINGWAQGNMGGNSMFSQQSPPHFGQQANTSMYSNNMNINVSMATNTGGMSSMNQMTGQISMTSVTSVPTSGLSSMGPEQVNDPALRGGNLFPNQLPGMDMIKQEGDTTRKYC
# TRAIL sens C8: sensitizes caspase-8 expressing cells to TRAIL; NB7+C8 cells + TRAIL, ATPlite viability luminescence; inhibition (viability loss, TRAIL sensitization), % at 10 µM; 360,000 tested, 1% active;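 active = compounds causing at least 50% loss of cell viability in the single-dose screen, relative to plate controls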
# NR2F2 inh: NR2F2 (human) inhibition, primary screen; P24468; HEK293T NGFI-A luciferase reporter, luminescence; inhibition, % at 8.6 µM; 370,000 tested, 0.7% active; AID 686940;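 active = inhibition above a per-plate cutoff, mean inhibition of test wells between control levels plus 3 SD, cut at about 38% in these data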;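 also: cells cotransfected with COUP-TFII expression vector driving the NGFI-A reporter; 0% = median of COUP-TF2 test wells and 100% = reporter-only cells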
# SRC3 inh: human NCOA3 inhibition; Q9Y6Q9; HEK293 GAL4-SRC3 luciferase reporter, luminescence; inhibition, % at 3.6 µM; 360,000 tested, 0.17% active; AID 588352;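 active = inhibition above a per-campaign cutoff, the mean of all compounds plus 3 SD, cut at about 60% in these data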;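 also: 0% = DMSO-treated cells and 100% = gossypol-treated cells at 36 µM; higher means less SRC3-driven luciferase light from the GAL4 reporter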
# NCOA1 inh: inhibitors of human steroid receptor coactivator 1 (SRC1) | Q15788 | HEK293 GAL4-SRC1 luciferase reporter, luminescence | inhibition, % at 3.6 µM | 360,000 tested, 0.12% active;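 active = inhibition above the campaign mean plus 3 SD, with each screening campaign given its own cutoff, cut at about 60% in these data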;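 also: 0% = DMSO treated cells and 100% = gossypol at 36 µM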
# LRH-1 inv ag: inverse agonists of human LRH-1 (NR5A2). O00482. HEK293T StAR-luciferase reporter, LRH-1 transfected, 24 h. inhibition, % at 3.6 µM. 360,000 tested, 0.13% active;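 active = inhibition above the mean inhibition of all tested compounds plus 3 SD, cut at about 73% in these data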;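 also: 0% = DMSO wells and 100% = reporter-only cells lacking LRH-1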
# TWEAK-Fn14 inh: inhibitors of TWEAK-Fn14 interaction signaling. AID 1159606. TWEAK-stimulated Fn14 reporter cells, luciferase luminescence, 8 h. inhibition, % at 10 µM. 360,000 tested, 2% active; in the data active = inhibition above about 50%
# TLR9-MyD88 inh: inhibitors of human TLR9-MyD88 binding. CHO BLA complementation TLR9-MyD88, CCF4 FRET ratio. inhibition, % at 4.98 µM. 340,000 tested, 0.21% active. AID 504734;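 active = inhibition above the mean over all tested compounds plus 3 SD, cut at about 21% in these data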;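 also: 0% = DMSO only wells and 100% = clavulanate BLA inhibitor control wells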
# NOD2 RIPK2 PPI: blocks binding of human NOD2 to RIPK2; CHO BLA complementation NOD2-RIPK2, CCF4 ratio; O43353; 360,000 tested, 0.38% active; inhibition, % at 4.98 µM; in the data active = inhibition above about 21%;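 also: 0% = vehicle only and 100% = reference blocker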
# TROY signal inh: blocks TROY-dependent signaling in reporter cells | AID 1347056 | Q293 LMP1-TROYcd NF-kB luciferase reporter, 4 h | 360,000 tested, 0.98% active | inhibition, % at 10 µM;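 active = compounds whose plate-normalised and pattern-corrected inhibition of the luciferase reporter signal at the single screening dose is 50% or more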
# An asterisk follows results filed as active; x = no result given. An excerpt; the hit share may differ from the screen's.
SMILES,LMP1 NFkB inh,NCOA2 inhibitor,TRAIL sens C8,NR2F2 inh,SRC3 inh,NCOA1 inh,LRH-1 inv ag,TWEAK-Fn14 inh,TLR9-MyD88 inh,NOD2 RIPK2 PPI,TROY signal inh
COc1ccc(OC)c(C(=O)/C=C/c2ccccc2C(F)(F)F)c1,1,30,23,4,22,3,33,59*,-2,-2,7
Cc1cc(C)cc(C(=O)NC(=S)Nc2ccc3c(c2)OCCO3)c1,-9,-21,9,-13,-44,-64,-13,-6,-1,0,-29
CCN(CC)CCNc1nc(-c2ccc(OC)cc2)c(-c2ccc(OC)cc2)s1,-20,-1,10,-12,8,9,1,-23,-4,2,-28
CC1Cc2ccccc2N1C(=O)Cn1cnc2ccccc21 (stereo unspecified),-2,-19,3,6,16,11,-4,8,7,1,11
COc1ccccc1C/C(N)=N/OC(=O)COc1cccc2ccccc12,-1,-25,2,7,-21,-6,-11,2,-4,7,4
C=CCn1c(SCc2nc3sc4c(c3c(=O)[nH]2)CCCC4)nc2ccccc2c1=O,11,6,22,-10,-4,-15,-4,-18,-5,-5,18
O=C(CC(Cc1ccccc1)C(=O)O)NCCc1ccc2c(c1)OCO2 (stereo unspecified),-3,-4,2,4,-6,-11,6,-6,3,9,-9
COc1ccc(NC(=O)COC(=O)C2CCCN2C(=O)OC(C)(C)C)cc1Cl (stereo unspecified),0,6,-4,-4,11,4,13,-7,10,-15,5
COc1nc(N(C)C)nc(N2CC(=O)N(CCNS(=O)(=O)c3ccc(C)cc3)C2=N)n1,2,-26,3,-12,11,-3,7,-3,-9,-15,-3
CCN1CCN(C(=O)C2CCN(C(=O)Nc3ccccc3)CC2)CC1,-4,7,4,-11,2,-5,7,0,9,-6,-6
O=C(COC(=O)C1=COCCO1)NCc1ccc(Cl)cc1Cl,-3,-7,-9,2,-5,1,7,-30,5,-1,-14
Cc1nc2scc(-c3ccc(Cl)cc3)c2c(=O)n1N,-9,4,-3,-9,7,-7,0,27,-3,-3,-5
COc1ccc(CCCc2nnc(SCC(=O)N/N=C\c3ccc(O)c(OC)c3)o2)cc1C,2,-40,-17,10,16,-16,14,0,2,-6,27
CCn1c(SCC(=O)Nc2ccc(OC)cc2OC)nc2nc3c(cc2c1=O)COC(C)(C)C3,0,-11,-15,2,3,-6,8,-10,-12,-4,18
CC(C)(C)C1CCC(OCC(O)CN2CCN(c3ccccc3)CC2)CC1 (stereo unspecified),2,-23,19,4,-42,-6,-18,-2,-3,-4,13
Cn1c(CNC(=O)OC(C)(C)C)nnc1SCc1c(Cl)cccc1Cl,4,0,-6,-8,11,2,8,-14,-3,-4,-28
Cc1ccc(C2=C/C(=C/c3cccnc3)C(=O)O2)c(C)c1,-20,1,1,-3,9,10,-7,5,-79,-4,-4
COC(=O)c1sccc1NC(=O)Nc1cccc(C(C)=O)c1,3,3,0,-7,6,9,-28,9,-10,-8,-27
O=C(NCc1csc2ccc(Cl)cc12)Nc1cccc2ccccc12,-52,16,-4,-8,15,-12,16,-10,-6,2,17
Cc1cccc(C(=O)NCC(=O)N2CCN(c3ccccn3)CC2)c1,0,-32,17,-26,15,-7,-3,-5,6,-6,-24
COc1ccc(CC(N)c2csc(Nc3nc(C)cnc3C)n2)cc1 (stereo unspecified),x,6,-14,-9,-11,-14,16,-6,x,-5,-2
CCC(=O)N1CCc2cc(S(=O)(=O)CCC(=O)Nc3ccc(CC)cc3)ccc21,0,20,1,-4,1,-32,-12,6,-10,-6,-13
CC(C)Cn1cnc2c1c(=O)n(CC(=O)NN)c(=O)n2Cc1ccccc1,6,-11,3,2,-19,7,-11,33,-20,-7,14
CC(O)(c1cccnc1)c1nc(-c2cccc(F)c2)cs1 (stereo unspecified),x,5,-4,-5,-4,-2,26,-15,x,2,6
COc1ccc(Nc2c(-c3cccc(OC)c3)nc3nc(C)cc(C)n23)cc1,x,-23,-18,-3,x,x,21,-47,x,-8,-82
Cc1[nH]c2ccccc2c1/C=N/NC(=O)CNC(=O)c1ccccc1,5,6,-3,14,10,-9,14,6,7,3,-6
CSc1ccc(S(=O)(=O)NCC(=O)OCC(=O)N2CCCC2=O)cc1[N+](=O)[O-],-8,-11,-12,-1,-1,21,14,-8,-6,-3,-13
Cc1c(O)ccoc1=O,-4,-12,0,13,15,4,0,7,-5,-14,-1
Cc1cc(C)c2cc(C#N)c(NCCNC(=O)c3ccccn3)nc2c1,x,-19,-7,4,x,x,-21,x,x,-14,x
NS(=O)(=O)c1ccc(CCNCc2cc(Cl)ccc2OCc2ccccc2)cc1,5,2,-2,22,12,13,2,3,-4,9,14

# Brought forward from above: 2 entries, followed by the next part.
SMILES,LMP1 NFkB inh,NCOA2 inhibitor,TRAIL sens C8,NR2F2 inh,SRC3 inh,NCOA1 inh,LRH-1 inv ag,TWEAK-Fn14 inh,TLR9-MyD88 inh,NOD2 RIPK2 PPI,TROY signal inh
Cc1cc(C)c2cc(C#N)c(NCCNC(=O)c3ccccn3)nc2c1,x,-19,-7,4,x,x,-21,x,x,-14,x
NS(=O)(=O)c1ccc(CCNCc2cc(Cl)ccc2OCc2ccccc2)cc1,5,2,-2,22,12,13,2,3,-4,9,14
Cc1ccc(OCC(=O)NCCN2CCCC2)cc1,9,-24,-2,4,-15,6,-8,3,7,-12,-2
CCOc1ccc(NC(=O)c2ccccc2NC(=O)c2cccnc2)cc1,2,-16,-1,15,-9,-8,4,10,-3,2,-19
NC1=NC(=O)C2(COC(c3cccc([N+](=O)[O-])c3)OC2)S1 (stereo unspecified),-11,-5,2,6,11,12,-8,10,1,-8,-11
COc1ccc(Cl)cc1NS(=O)(=O)c1ccc2c(c1)NC(=O)CCS2,1,-2,-4,-13,20,4,6,-1,8,9,-5
COc1ccc(C(=O)c2c(-c3ccc(OC)cc3)oc3ccccc23)cc1,0,11,-8,-2,-23,0,1,-3,-2,5,-36
Cc1cccc(NC(=O)C(C)Sc2nnc(-c3cccnc3)o2)c1 (stereo unspecified),-2,-18,-4,-15,-59,-50,-27,-6,6,-4,-27
Cc1cc(NCCOCCO)n2c(nc3ccccc32)c1C#N,1,13,-11,8,14,-12,2,2,0,-9,22
CCCCCC(/C=N/Nc1ccc(S(=O)(=O)N2CCOCC2)cc1[N+](=O)[O-])=C\c1ccccc1,-7,2,-2,-1,-17,6,3,7,-18,-12,2
CCOC(=O)N1CCC(NC(=O)c2cn(-c3ccc(OC)cc3)c(=O)c3ccccc23)CC1,-11,-4,8,7,5,9,8,6,-3,-8,4
CCOc1ccc(S(=O)(=O)NCCC(=O)NCC2CCCO2)cc1 (stereo unspecified),1,10,2,-17,3,-24,-2,4,3,-2,-1
C/C(=N\NC(=O)c1ccc(CN2CCOCC2)cc1)c1ccc(NC(=O)c2ccccc2)cc1,-8,-66,12,-19,-74,-106,-143,-5,-1,-2,-20
O=C(NC1CCCc2ccccc21)c1ccc(Br)cc1 (stereo unspecified),2,3,-4,-10,-3,-43,-25,1,-17,1,-14
CCOC(=O)C1CCN(Cc2ccc(F)c(F)c2)CC1,8,-13,-8,-4,9,10,2,-11,2,-11,10
Cc1[nH]n(C2=NCCS2)c(=O)c1N=Nc1cccc(C(F)(F)F)c1,11,-36,38,13,11,-19,-30,-8,-7,9,-2
CN(C)c1nc(SCCOC(=O)COc2ccc(Cl)cc2Cl)nc(N(C)C)n1,0,10,5,1,-8,-4,2,40,-7,2,-6
CCC(Sc1nc(C)cc(=O)[nH]1)C(=O)Nc1ccc(Cl)cn1 (stereo unspecified),-11,11,-4,9,6,3,26,10,-41,-9,-9
Nc1nc2n(n1)C(=O)CC(c1ccc(Cl)cc1)N2 (stereo unspecified),-3,-17,-5,1,6,-9,-1,-24,-1,-1,4
CC(C)(C)c1ccc(S(=O)(=O)NC(=O)C2(C)CCN2C(=O)C2CCCCC2)cc1 (stereo unspecified),x,-6,-14,4,15,7,0,-7,x,-8,-19
Cc1ccc(COc2ccccc2-c2cc(C(=O)N/N=C/c3cccnc3)[nH]n2)cc1,20,2,4,-27,18,15,12,27,1,9,43
CC(C)(C)n1nnnc1C(c1cccs1)N(Cc1cccnc1)Cc1ccccc1Cl (stereo unspecified),2,4,9,8,-6,-12,2,-9,6,-3,-3
COc1ccccc1NC(=O)COC(=O)C1CC(=O)N(c2ccc3c(c2)OCCO3)C1 (stereo unspecified),2,9,-10,-10,-13,-1,-2,64*,-7,-6,20
Cc1ccccc1C1NC(c2ccccc2C)C([N+](=O)[O-])C(C)(C)C1[N+](=O)[O-] (stereo unspecified),15,17,-18,-5,12,-4,-5,-23,-11,-9,21
COCCn1c(=O)[nH]c2cc(C(=O)N3CCN(c4cccc(C(F)(F)F)c4)CC3)ccc2c1=O,12,-7,-2,8,0,-5,-6,-4,1,-1,7
CC(=O)C[C@@H](O)CC(=O)[C@H]1OC(=O)[C@@H](C)C/C=C\Cc2ccccc21,0,1,-6,5,9,-12,-14,3,-2,0,6
Cc1cc(C)nc(SCc2csc(N)n2)n1,0,-20,5,-16,9,-35,-8,-11,-5,-4,-10
CC(=O)Nc1nc(C2COc3ccccc3O2)cs1 (stereo unspecified),3,-75,-22,-55,-56,-74,-127,36,-1,-7,-4
CN1C[C@@H]2[C@@H]3C(=O)N(Cc4ccccc4)C(=O)[C@@H]3[C@](Cc3ccccc3)(C1=O)N2C(=O)c1ccc(C(F)(F)F)cc1,-2,-2,-7,-4,-29,2,8,3,-4,11,0
O=S1(=O)CCOC[C@H](Cc2ccccc2)N1Cc1ccc(F)cc1,4,-3,9,-17,0,0,-10,-6,-5,-6,-14
CCOc1ccc(/C=N/OCC(=O)NC(c2ccccc2)c2ccccc2)cc1,-4,-15,3,3,9,9,4,35,9,-10,33
CCn1ccnc1CN1CCc2c([nH]c3ccccc23)C1CC(C)C (stereo unspecified),-5,-9,-1,5,2,-31,-4,1,2,0,-3
O=C(Nc1ccc(NC(=O)c2cc([N+](=O)[O-])ccc2N2CCOCC2)cc1)c1cccs1,3,-23,19,9,7,5,8,28,0,-6,-13
O=C(c1ccc(C(F)(F)F)cc1)N1CCN(S(=O)(=O)c2ccc3c(c2)OCCCO3)CC1,5,-11,6,25,-33,10,8,7,-5,-14,-7
O=S(=O)(Cc1ccccc1)N1CCN(C2Cc3ccccc3C2)CC1,-6,-21,20,-12,-8,-7,14,10,8,-4,20
CN(C)CCOC(=O)c1ccc2[nH]c3c(c2c1)CSCC3,-3,0,-9,15,-8,-20,10,-30,4,-8,-7
COc1ccc(CNC(=O)C(c2ccc(C)cc2)N(Cc2cccs2)C(=O)c2ccc3c(c2)OCCO3)cc1 (stereo unspecified),24,11,20,15,8,31,35,46,-13,3,10
Cc1cc(NC(=O)CCC(=O)N(CC(=O)NC2CCCC2)c2ccc3c(c2)OCCO3)no1,-4,-17,4,-4,-8,-1,-21,19,5,-6,-17
